Bioassay records from PubChem BioAssay.
Rtt109 HAT inh = blocks Candida albicans Rtt109/Vps75 acetyltransferase activity | purified Rtt109/Vps75, ThioGlo CoA-SH fluorescence, 4 h | inhibition, % at 34.9 µM | actives 0.16% (n = 330,000) | AID 540336;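 active = inhibition of at least 50% in every replicate; inconclusive = best replicate reaches 50% inhibition but some replicates fall short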
Target sequence (Q5AAJ8 whole entry, looked up): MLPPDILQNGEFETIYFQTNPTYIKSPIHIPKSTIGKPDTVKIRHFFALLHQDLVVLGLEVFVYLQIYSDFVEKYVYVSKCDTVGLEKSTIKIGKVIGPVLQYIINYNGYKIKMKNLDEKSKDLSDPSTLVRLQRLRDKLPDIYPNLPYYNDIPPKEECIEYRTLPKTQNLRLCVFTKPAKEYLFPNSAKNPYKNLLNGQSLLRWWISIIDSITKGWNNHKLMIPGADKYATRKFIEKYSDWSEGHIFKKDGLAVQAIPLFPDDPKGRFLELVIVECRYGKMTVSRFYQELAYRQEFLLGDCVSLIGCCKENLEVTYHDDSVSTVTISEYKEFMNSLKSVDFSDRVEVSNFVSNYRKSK
MITF TRPM1 HTS = MITF TRPM1 promoter activation in melanoma cells; activation, % at 12.5 µM; SK-MEL-5 TRPM1-promoter luciferase, 24 h; % of positive control, neutral wells = 0; actives 0.75% (n = 300,000); AID 588334;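 active = mean activation of at least 80% with every replicate also reaching 80%; inconclusive = mean reaches 80% but some replicate falls short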;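 also: 0% = neutral control wells and 100% = parthenolide positive control wells; values of inactives mirror those of a sister screen read the other way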
CAL PDZ FP-1 = blocks peptide binding to the human CAL PDZ domain. Q9HD26. purified CAL PDZ, TMR-peptide fluorescence polarization, 1 h. inhibition, % at 24.9 µM. actives 0.92% (n = 300,000). AID 602252;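 active = mean inhibition of at least 30% with at least half of replicates also reaching 30%; inconclusive = no clear call, values can overlap the other calls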;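 also: 0% = DMSO neutral control and 100% = excess unlabeled competitor peptide PRC23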
CDK5 inh = CDK5/p35 (human) kinase inhibition; inhibition, % at 10 µM; Q00535+Q15078; Recombinant CDK5/p35, ADP-Glo luminescence, 60 min; actives 0.01% (n = 330,000);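 active = highest replicate inhibition of at least 50% and at least 75% of replicates reaching 50%; inconclusive = only one of the two criteria met; inactive = both criteria failed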;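 also: plate controls were DMSO neutral control for no effect and GW8510 at 10 µM for full effect; many of its hits are not listed in these tables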
CAL PDZ FP-2 = blocks peptide binding to human CAL PDZ domain. actives 0.02% (n = 330,000). purified CAL PDZ, TMR-peptide fluorescence polarization, 1 h. AID 504414. inhibition, % at 20 µM. Q9HD26;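 active = highest replicate inhibition of at least 40%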;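 also: plate controls were DMSO neutral control wells for no effect and unlabeled competitor peptide control wells for full effect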
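System: purified tagged CAL PDZ domain construct (CerCALP). Schedule: 1 h incubation at room temperature before polarization reading. Medium: 25 mM sodium phosphate pH 7.4, 150 mM NaCl, TCEP, IgG, Thesit. Read-out: percent inhibition from loss of millipolarization. Measured by: FP readout, S and P plane fluorescence. Probe or stimulus: fluorescent TMR peptide probe.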
Tat export inh = inhibitors of E. coli Tat protein transport; E. coli MC4100 TorA-mCherry Tat export, fluorescence; inhibition, % at 10 µM; actives 0.036% (n = 340,000);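 active = mean replicate inhibition at least 50% and at least half of replicates individually reaching 50%; inconclusive = only one of the two criteria met; inactive = neither criterion met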;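 also: exported cargo escapes ClpAP degradation while cytoplasmic cargo is degraded and loses fluorescence; 0% = median of neutral control wells and 100% = median of NaSCN control wells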
V-ATPase pHluor = alters yeast V-ATPase proton transport; S. cerevisiae, pHLuorin cytosolic pH fluorescence; response, % at 10 µM; actives 0.37% (n = 350,000); AID 504577; in the data active = response mostly above about 7.3%, no sharp cut-off; inactive = mostly below about 5.4%; also: actives read high; inactives centre near 0; some compounds called inactive have numbers as strong as hits; reference of the scale not given here
Wnt act = activates Wnt/beta-catenin signaling in a reporter cell assay | activator, plate reader | activation, % at 9.35 µM | actives 1.2% (n = 300,000); in the data active = activation above about 30%, passing the limit was not always enough; inconclusive = no clear call, values can overlap the other calls;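 also: 0% = neutral control wells and 100% = positive control wells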
RTF Ca sens act = increases calcium sensitivity of human cardiac regulated thin filaments | actives 0.24% (n = 340,000) | IANBD-labeled TnC RTF fluorescence at EC20 calcium; 0% EC20 calcium, 100% full calcium | activation, % at 7.2 µM | P19429+P45379;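 active = activation above the mean over all tested compounds plus 3 SD, cut at about 30% in these data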;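 also: rise in fluorescence read as greater calcium sensitivity of cardiac thin filaments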
dFosB act = mouse delta FosB homodimer activation. P13346. actives 0.99% (n = 340,000). purified delta FosB, TAMRA-CDK5 oligo fluorescence polarization; percent of positive-control signal above neutral wells. activation, % at 25 µM;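 active = mean activation above about 17%, with every replicate also reaching it, limit read from the data, passing the limit was not always enough; inconclusive = only one of the two conditions met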;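 also: fluorescence polarization rise as delta FosB binds a TAMRA Cdk5 AP-1 oligo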
Target sequence (P13346 whole entry, looked up): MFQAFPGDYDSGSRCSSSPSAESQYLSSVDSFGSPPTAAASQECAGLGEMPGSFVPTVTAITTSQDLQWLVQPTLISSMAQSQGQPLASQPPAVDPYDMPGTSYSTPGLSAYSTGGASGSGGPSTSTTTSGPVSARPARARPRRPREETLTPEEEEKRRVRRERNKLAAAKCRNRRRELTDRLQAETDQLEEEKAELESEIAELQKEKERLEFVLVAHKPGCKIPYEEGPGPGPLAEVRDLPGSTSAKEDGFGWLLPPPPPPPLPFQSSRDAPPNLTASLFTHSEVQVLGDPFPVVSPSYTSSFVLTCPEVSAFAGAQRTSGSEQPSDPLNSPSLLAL
Numbers without * were called inactive; u = inconclusive; x = no result given. The order is random. Share with any hit: about 4.1%.

Every second line gives: Rtt109 HAT inh	MITF TRPM1 HTS	CAL PDZ FP-1	CDK5 inh	CAL PDZ FP-2	Tat export inh	V-ATPase pHluor	Wnt act	RTF Ca sens act	dFosB act
1) CC(C)CC(NS(=O)(=O)c1cc(C(=O)O)ccc1Cl)C(=O)O (stereo unspecified)
→ 3	-3	x	-0.6	-0.6	-3	-1	-2	-2	1
2) Cc1ccc(S(=O)(=O)NC(C)(C)CSc2nncn2C)cc1
→ -2	-2	1	1.2	-1.1	-2	1	0	-1	-9
3) O=C(Nc1ccc(F)cc1)N1CCOCC1
→ -5	2	x	-0.7	-1.7	4	0	x	-2	-1
4) O=C(CN1C2CCCC1CC(NC(=O)c1ccco1)C2)Nc1ccccc1 (stereo unspecified)
→ -16	-15	-26	1.2	-0.7	-7	-1	x	-2	-2
5) COc1ccc(Cn2cc(F)c(=O)n(C)c2=O)cc1[N+](=O)[O-]
→ 7	x	1	0.8	0.1	0	-1	0	1	-2
6) CCOc1ccc(-n2c(SC(C)C)nc3c(c2=O)SCC3)cc1
→ -14	-9	-1	1.4	-1.0	1	1	1	-4	-7
7) CSc1cccc(NC(=O)CCCOc2ccccc2)c1
→ 3	1	-1	1.9	-2.8	-4	0	x	0	-13
8) Cn1c(=O)c2c(nc(N3CCCCCC3)n2CC(=O)c2ccccc2)n(C)c1=O
→ 9	-3	0	0.1	-2.5	-4	-2	0	-5	-6
9) COc1cc(/C=C2\C(=N)N3N=C(S(C)(=O)=O)SC3=NC2=O)ccc1OS(=O)(=O)c1ccc(C)cc1
→ 29	10	-7	1.3	-3.1	u	-6	-2	0	-7
10) NS(=O)(=O)c1ccc(CCNS(=O)(=O)c2cccc(C(=O)O)c2)cc1
→ u	-1	0	-0.3	-0.9	-3	-2	-2	-2	5
11) N#Cc1nc(-c2ccco2)oc1NCCCN1CCOCC1
→ 1	-1	-1	0.0	-0.4	-1	-3	-1	7	6
12) COc1ccccc1-n1c(=O)c(C#N)c(-c2ccc([N+](=O)[O-])cc2)c2cc(C(=O)c3ccccc3O)cnc21
→ 0	-33	-2	-7.0	-1.3	8	-1	-7	8	-8
13) O=C(CN(C1CCCCC1)C1CCCCC1)N1CCc2ccccc2C1
→ 26	-2	-4	-0.6	-2.2	9	-8	2	-2	-8
14) O=C1C2CCC(C2)C1CN1CCOCC1 (stereo unspecified)
→ 8	-15	-3	-1.0	-0.4	-4	2	-4	-3	3
15) Cc1cccc(NS(=O)(=O)c2ccc(C)c(C(=O)NNC(=O)c3csc(N4CCOCC4)n3)c2)c1
→ 5	-3	-6	0.6	-0.1	-8	4	-1	-2	-4
16) O=C(CN1CCN(S(=O)(=O)c2ccc(Cl)cc2)CC1)Nc1ccc2c(c1)CCC2
→ 7	6	x	0.3	-0.7	19	-15	-1	-8	-8
17) CCCN(C(=O)c1cc(CC)c(C)s1)c1c(N)n(Cc2ccccc2)c(=O)[nH]c1=O
→ -1	7	-4	1.3	-1.7	-3	-1	-2	-16	2
18) COCCNc1cc(-c2ccccc2)nc2cc(-c3cccc(F)c3)nn12
→ -6	x	-6	-0.1	-1.8	-6	-1	-1	-2	2
19) O=S(=O)(Nc1ccc(Br)cn1)c1ccc(Cl)s1
→ -4	7	x	-1.2	-4.1	11	-2	0	1	-2
20) CCN1CCN(c2ncnc3sc(C(=O)Nc4ccccc4F)c(C)c23)CC1
→ -18	13	-13	-0.2	-1.3	9	0	x	4	-12
21) O=C(Nc1ccc(OCC(F)(F)C(F)F)c(C(F)(F)F)c1)c1ccccc1O
→ 11	-59	6	-1.6	-2.8	0	7	-19	-2	5
22) Cc1ccc(S(=O)(=O)c2cc3c(=O)n4cccc(C)c4nc3n(CC3CCCO3)c2=N)cc1C (stereo unspecified)
→ 3	-1	8	0.0	-1.2	-7	-4	-6	-1	-10
23) CNS(=O)(=O)c1cnccc1N1CCN(c2cccc(C(F)(F)F)c2)CC1
→ 0	-10	0	0.8	-0.1	-3	-2	x	-1	-9
24) CCc1noc(C)c1C(=O)Nc1nc(-c2ccc(NC(C)=O)cc2)cs1
→ -1	15	-5	-0.3	-2.0	-39	-6	-1	0	-1
25) COc1ccc(NC(=O)CCc2nnc3ccc(N4CCC(C)CC4)nn23)cc1OC
→ -1	2	-6	-0.4	-0.4	5	0	3	-2	-4
26) CCCN(CCC)CCNC(=O)CN1C(=O)COc2ccc(S(=O)(=O)N3CCOCC3)cc21
→ 2	10	-5	-1.0	-1.1	-5	3	0	-1	-9
27) CN(C)CCNc1nc2sc3c(c2c(=O)n1CCc1ccccc1)CCCCC3
→ 1	x	x	-1.0	0.2	12	2	-3	3	-14
28) Nn1c(SCC(=O)N2CCOCC2)nnc1-c1cccnc1
→ 6	5	-3	-0.8	-0.9	-1	-2	-1	-1	-1
29) Cc1c(C(=O)NCCN(C)C)oc2ccc(S(=O)(=O)N3CCC4(CC3)OCCO4)cc12
→ -6	6	x	-0.8	-1.8	-1	-2	-2	-6	-17
30) CCOc1ccccc1N(CC(=O)Nc1ccccc1C(=O)NCc1ccco1)S(C)(=O)=O
→ 6	-14	-1	2.4	0.0	-3	-7	x	4	-5
31) Cc1cc(C2=NNC(=Nc3ccc(S(=O)(=O)N4CCOCC4)cc3)SC2)c(C)n1CC1CCCO1 (stereo unspecified)
→ 17	-18	3	0.9	-0.1	4	3	-15	6	-8
32) C=CCn1c(=O)c2c(nc(-n3nc(C)cc3C)n2C)n(C)c1=O
→ -3	x	-1	-1.7	-2.9	-2	1	1	-10	-7
33) CCOc1ccc(CCNC(=O)Nc2ccccc2C)cc1OCC
→ 2	-4	-4	0.9	-1.4	-4	-3	1	-11	-6
34) CCOc1ccc(OCCC(=O)OCC(=O)Nc2ccc3c(c2)OCCO3)cc1
→ 1	-9	-5	0.1	-2.6	8	1	-4	-6	-5
35) Cc1ccnc(SCCn2c(N3CC(C)OC(C)C3)nc3c2c(=O)n(C)c(=O)n3C)n1 (stereo unspecified)
→ 6	-2	-1	-2.7	-2.0	-2	5	2	1	-2
36) O=C(COc1cccc(Cl)c1Cl)NC1CC1
→ -3	9	-7	-0.2	-1.0	0	4	6	2	-5
37) COc1cc(C(=S)N2CCCCC2)ccc1OCC(=O)Nc1ccc(F)cc1
→ 4	-8	x	1.0	-1.6	-8	0	-1	-1	-7
38) COc1ccc(NC(=O)c2cc3ccc(O)cc3o/c2=N\O)cc1
→ -2	x	-3	0.8	1.6	1	0	22	-3	-5
39) O=C(c1cccc([N+](=O)[O-])c1)N1CC2C3C=CC(C3)C2C1 (stereo unspecified)
→ 0	-7	0	-5.3	0.6	2	3	0	5	-15
40) CC(=O)Nc1ccc(S(=O)(=O)NCC(=O)OCc2cc(=O)oc3ccc4ccccc4c23)cc1
→ 14	6	-1	-0.2	-0.6	-1	-2	x	-5	39*
41) CCOC(=O)C1CCN(S(=O)(=O)c2ccc(OC)c(OC)c2)CC1
→ 11	2	x	-3.0	-1.1	-3	0	-2	-1	-6
42) C[C@H](NC(N)=O)C(=O)Nc1ccc(N2CCOCC2)c(S(=O)(=O)Nc2ccc(Cl)cc2)c1
→ -12	0	3	-1.0	-0.9	8	7	2	2	-15
43) CN(C)CCN(C(=O)C1CCN(S(=O)(=O)c2cccs2)CC1)c1nc2ccc(F)cc2s1
→ 0	28	2	2.0	-0.9	-7	0	5	2	-5
44) Cc1nn(Cc2ccccc2)c2ncccc12
→ -5	x	2	-4.2	-0.8	-2	2	1	4	-10
45) Cc1ccc(Nc2ncnc(N)n2)cc1C
→ 0	19	-1	-5.6	-2.9	3	-1	0	5	-5
46) Cn1cccc1C(=O)NC(=O)COC(=O)CNC(=O)c1ccc(Cl)cc1Cl
→ 0	-4	-2	1.5	-2.1	-6	-2	x	5	-3
47) CC(=O)N1N=C(C)CC1c1ccc(O)cc1 (stereo unspecified)
→ -5	-7	-8	1.4	-2.3	-1	-2	-7	-6	-2
48) Cc1cc(-c2nnc(CCC(=O)N3CCN(Cc4cccc(F)c4)CC3)o2)c(C)o1
→ -7	14	x	2.7	-0.6	-4	0	2	-3	-6

Rewritten in transposed form: entries from further up.
(42) C[C@H](NC(N)=O)C(=O)Nc1ccc(N2CCOCC2)c(S(=O)(=O)Nc2ccc(Cl)cc2)c1
(43) CN(C)CCN(C(=O)C1CCN(S(=O)(=O)c2cccs2)CC1)c1nc2ccc(F)cc2s1
(44) Cc1nn(Cc2ccccc2)c2ncccc12
(45) Cc1ccc(Nc2ncnc(N)n2)cc1C
(46) Cn1cccc1C(=O)NC(=O)COC(=O)CNC(=O)c1ccc(Cl)cc1Cl
(47) CC(=O)N1N=C(C)CC1c1ccc(O)cc1 (stereo unspecified)
(48) Cc1cc(-c2nnc(CCC(=O)N3CCN(Cc4cccc(F)c4)CC3)o2)c(C)o1

compound no.	42	43	44	45	46	47	48
Rtt109 HAT inh	-12	0	-5	0	0	-5	-7
MITF TRPM1 HTS	0	28	x	19	-4	-7	14
CAL PDZ FP-1	3	2	2	-1	-2	-8	x
CDK5 inh	-1.0	2.0	-4.2	-5.6	1.5	1.4	2.7
CAL PDZ FP-2	-0.9	-0.9	-0.8	-2.9	-2.1	-2.3	-0.6
Tat export inh	8	-7	-2	3	-6	-1	-4
V-ATPase pHluor	7	0	2	-1	-2	-2	0
Wnt act	2	5	1	0	x	-7	2
RTF Ca sens act	2	2	4	5	5	-6	-3
dFosB act	-15	-5	-10	-5	-3	-2	-6
